D1 ag: Allosteric Agonists of the Human D1 Dopamine Receptor: qHTS; 1% of 360,000 active; D(1A) dopamine receptor (Homo sapiens), P21728; HEK293 T-REx D1 cells, calcium flux, agonist mode; AID 504660, 2011; activation, % at 2 µM; note: 0% is about no effect
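Agonism was scored from calcium flux recorded over 180 s (1 read/s) after pintool compound addition, following a 10-cycle baseline. Cells were inducible force-coupled HEK293 TREx D1, plated overnight at 30 C and loaded with no-wash calcium dye.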
D2 PAM: HTS Assay for Positive Allosteric Modulators of the Human D2 Dopamine Receptor: Primary Screen for Potentiators; potentiation, % at 10 µM; HEK293 T-REx D2, calcium flux, EC20 dopamine potentiation; 0.34% of 340,000 active; D(2) dopamine receptor (Homo sapiens), P14416;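 active = potentiation over 3 SD above the plate norm, cut at about 30% in these data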; note: 0% is about no effect
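Tetracycline-induced HEK293 T-REx cells force-coupled to calcium signalling expressed D2; compounds were pin-added after a 10 s baseline, read kinetically 180 s, then an EC20 dopamine challenge followed with a further 180 s calcium read.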
D2 agonist: HTS Assay for Allosteric Agonists of the Human D2 Dopamine Receptor: Primary Screen for Agonists. 0.53% of 340,000 active. activation, % at 2 µM. D(2) dopamine receptor (Homo sapiens), P14416. HEK293 T-REx D2 cells, calcium flux agonist mode;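 active = activation over 3 SD above normal in the single-dose calcium agonist read, cut at about 30% in these data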; note: 0% is about no effect
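Calcium-flux readout, 1 cycle/sec over 180 s following compound pin transfer, in inducible HEK293 Trex D2 cells (force-coupled); dopamine controls included. Positive calcium responses during this window marked compounds as potential agonists.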
RXFP1 antagonist: qHTS Assay for Antagonists of the Relaxin Receptor RXFP1; Relaxin receptor 1 (Homo sapiens), Q9HBX9; HEK293-RXFP1, relaxin-stimulated cAMP HTRF, 30 min; hits give low values; activity change, negative = inhibition, % at 57.5 µM; 0.59% of 350,000 active;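 active = activity change of -60% or lower, but not beyond a set lower limit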; note: % is set by controls: 0 for no effect and ±100 for the full control effect
Target sequence (Q9HBX9 whole entry, looked up): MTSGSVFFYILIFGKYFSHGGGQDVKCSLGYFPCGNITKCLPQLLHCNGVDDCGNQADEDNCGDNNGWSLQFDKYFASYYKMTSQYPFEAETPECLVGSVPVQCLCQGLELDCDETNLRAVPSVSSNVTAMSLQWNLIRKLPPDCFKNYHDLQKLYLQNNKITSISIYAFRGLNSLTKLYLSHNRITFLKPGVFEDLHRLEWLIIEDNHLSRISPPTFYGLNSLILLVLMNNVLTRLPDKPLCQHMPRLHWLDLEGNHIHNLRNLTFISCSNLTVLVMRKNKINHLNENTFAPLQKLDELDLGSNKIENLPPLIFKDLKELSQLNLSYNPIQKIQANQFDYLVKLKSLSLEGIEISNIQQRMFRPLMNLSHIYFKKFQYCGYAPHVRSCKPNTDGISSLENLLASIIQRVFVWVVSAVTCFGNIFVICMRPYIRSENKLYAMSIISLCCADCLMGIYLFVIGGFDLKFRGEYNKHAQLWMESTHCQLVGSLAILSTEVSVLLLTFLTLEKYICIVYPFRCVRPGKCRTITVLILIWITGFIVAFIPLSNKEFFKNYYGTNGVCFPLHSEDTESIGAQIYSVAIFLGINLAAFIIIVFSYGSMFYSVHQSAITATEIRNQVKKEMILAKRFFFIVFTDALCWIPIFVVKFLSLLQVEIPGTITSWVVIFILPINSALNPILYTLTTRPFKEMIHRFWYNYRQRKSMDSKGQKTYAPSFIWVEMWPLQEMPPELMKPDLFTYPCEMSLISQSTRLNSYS
D2 antagonist: HTS Assay for Allosteric Antagonists of the Human D2 Dopamine Receptor: Primary Screen for Antagonists; inhibition, % at 10 µM; HEK293 TREx D2 cells, calcium flux, dopamine EC80; D(2) dopamine receptor (Homo sapiens), P14416; 2% of 340,000 active; AID 485344, 2010; in the data active = inhibition above about 30%; note: 0% is about no effect
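In this primary screen, negative modulation is detected by tracking calcium flux after an EC80 dopamine challenge in inducible HEK293 T-REx D2 cells preexposed to test compound for 180 s.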
TRHR PAM: qHTS for Small Molecule Agonists and Allosteric Enhancers of Human TRH Receptor: Primary Screen for Enhancers; TRHR cells, fluo-8 calcium fluorescence, EC20 TRH enhancement; enhancement, % at 2 µM; 0.66% of 360,000 active; AID 493056, 2011; in the data active = enhancement above about 30%; note: 0% is about no effect
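TRHR-expressing cells loaded with fluo-8 calcium dye were read kinetically (ex 480/em 530) during compound addition, then stimulated with an EC20 of TRH (10 nM final). Enhancement of the Gq-mediated intracellular calcium response was scored.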
TRHR ag: qHTS for Small Molecule Agonists and Allosteric Enhancers of Human TRH Receptor: Primary Screen for Agonists; activation, % at 2 µM; 0.18% of 360,000 active; TRHR cells, calcium flux fluo-8, FDSS agonist mode; Thyrotropin-releasing hormone receptor (Homo sapiens), P34981; note: 0% is about no effect
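Read-out: compound-evoked intracellular calcium rise in TRHR cells, fluo-8 dye, kinetic FDSS fluorescence at 1 s/cycle following a 10-cycle baseline. Cells cultured overnight before dye loading (30 min–1.5 h, RT).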
D1 PAM: Potentiators of Human D1 Dopamine Receptor: qHTS | D(1A) dopamine receptor (Homo sapiens), P21728 | HEK293 TREx D1 cells, calcium flux, dopamine EC20 potentiation | potentiation, % at 10 µM | 0.036% of 360,000 active; in the data active = potentiation above about 30%; note: 0% is about no effect
D1 antag: Antagonist of Human D 1 Dopamine Receptor: qHTS. D(1A) dopamine receptor (Homo sapiens), P21728. 3.2% of 360,000 active. activity change, negative = inhibition, % at 10 µM. HEK293 TREx D1 cells, calcium flux, dopamine EC80; hits give low values. AID 504652, 2011; in the data active = activity change below about -30%; note: % is set by controls: 0 for no effect and ±100 for the full control effect
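Tetracycline-induced HEK293 T-REx cells with force-coupled D1 receptor were loaded with a no-wash calcium dye. Compound was added after a 10 s baseline and read kinetically for 180 s; EC80 dopamine was then added and calcium flux followed another 180 s.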
* hit, by the source's call; · = not tested or not shown; & = joins results of further samples. Cut-off read from the data, not from the text of the source, unless noted: active = activation above about 30%; inactive = the rest.

SMILES	D1 ag	D2 PAM	D2 agonist	RXFP1 antagonist	D2 antagonist	TRHR PAM	TRHR ag	D1 PAM	D1 antag
CC(C)(C)c1ccc(C(=O)N/C(=C\c2ccco2)C(=O)Nc2ccccc2C(=O)O)cc1	7	1	-0.5	-2	-12	13	-1.8	0	-2
CN(C(=O)Nc1ccccc1)n1cnc2ccccc2c1=O	3	7	1.4	-1	-16	0	-0.9	2	35
O=C(Nc1cccc(Br)c1)c1cc(=O)c2ccccc2o1	0	0	0.2	10	-45	-4	1.6	-9	-12
O=C1NCC(O)=C1C=NC12CC3CC(CC(C3)C1)C2	1&1	6&3	1.6&-1.2	-6&0	6&-11	-1&0	-0.6&-0.1	-1&2	2&2
O=C(NC1CCCCC1)N(CCO)Cc1cc2cc3c(cc2[nH]c1=O)OCCO3	2	1	-0.7	-10	-1	-3	0.2	-3	11
CC(=O)c1cnc2c(C(=O)O)cnn2c1C	6	25	-1.0	12	-7	2	-0.7	0	8
Cc1nc2cc(C(=O)N3c4ccccc4CC3C)ccc2s1 (stereo not drawn)	6	16	0.4	-26	-3	-3	-1.1	0	-8
O=C(Nc1ncc(Cc2cccc([N+](=O)[O-])c2)s1)c1ccco1	2	6	-0.1	10	-19	-3	-0.9	-2	-3
CCCNC(=O)Nc1ccc2c(c1)N(C)C(=O)c1ccccc1S2	5	0	1.4	0	-5	-14	-0.4	-6	-8
CCCCCC(=O)Nc1ccc(C(=O)CN2C(=O)NC3(CCCCCC3)C2=O)cc1	1	1	0.5	-90*	-5	-1	0.4	0	6
NS(=O)(=O)c1cccc2c1c([N+](=O)[O-])cc1nc(O)c(O)nc12	-1	-9	-1.3	·	9	0	1.3	-4	10
COc1cccc(-c2nnn(CC(=O)Nc3ccc(C)cc3C)n2)c1OC	3	3	1.6	1	25	-9	1.4	-6	-1
O=C(Nc1ccc(F)cc1)Nc1ccc(N2CCCC2)c(S(=O)(=O)Nc2ccccc2Cl)c1	-1	-1	1.0	-39	3	0	1.1	-9	5
COc1cc(C2NC(=O)NC(O)(C(F)(F)F)C2C(C)=O)cc(OC)c1OC (stereo not drawn)	9	8	-0.6	-9	-4	13	-1.0	-9	9
CCc1c(C)c2c(C)[nH]nc2oc1=O	2	-10	0.2	-7	-5	9	0.0	8	-2
CCC(CC)C(=O)NCc1ccc2c(c1)cc(C)n2C	2	1	-0.2	10	-1	1	-0.1	-2	-6
COc1cc(C(=O)COC(=O)C2CCN(c3ccc(C(F)(F)F)cn3)CC2)ccc1OC(F)F	12	2	1.1	-3	9	0	1.8	-5	4
CC1(C)CC(=O)C(/C=N/n2cnc3ccccc3c2=O)=C(O)C1	1	-13	-1.2	11	-5	0	-0.4	-1	-12
Nc1ccc2nc(CCCCCCCCc3nc4ccc(N)cc4[nH]3)[nH]c2c1	-3	-6	-0.2	-3	11	3	-0.5	1	21
O=S(=O)(NC1CCCCCCC1)c1cccs1	8	0	-0.4	8	-12	10	-0.6	-3	-4
CC1(C)CC(=O)c2cc(OCC(=O)O)ccc2O1	4	-2	·	0	·	15	-1.1	-7	0
CSCCC(NC(=O)c1ccoc1C)C(=O)O (stereo not drawn)	2	-11	-0.1	-11	-3	-8	0.0	-1	-17
COc1ccc(N2CC(C(=O)N[C@@H](C)C(=O)NC3CCCCC3)CC2=O)cc1 (stereo partly drawn)	1	7	0.4	6	8	5	0.1	0	-5
COc1ccccc1N(CC(=O)NC(C)(C)C)C(=O)Cn1nnc(-c2ccc(C)o2)n1	6	-1	-0.4	-20	-4	-1	0.1	-3	-21
COc1ccccc1OCc1ccc(C(=O)NCC(C)C)o1	-1	-2	-2.0	17	13	2	-0.7	-5	29
CCOC(=O)C1=C(N)OC2=C(C(=O)CC(C)(C)C2)C1c1cccs1 (stereo not drawn)	2	4	-1.1	-29	-14	3	-0.9	-1	1
Cc1ccc(-n2c(SCc3ccc(C(=O)O)cc3)nnc2-c2ccncc2)cc1	4	-1	-1.3	-4	-2	-5	-0.3	-1	-15
CCOC(=O)C1=C(COC(=O)c2nc(Cl)ccc2Cl)NC(=O)NC1C (stereo not drawn)	1	·	·	-6	·	8	0.0	-4	31
Oc1ccc2ccc3[nH]cnc3c2c1	2	12	-2.2	2	-5	3	-0.6	-2	8
Cc1cc(OCC(=O)N(C)Cc2ccccc2)ccc1Br	3	-1	-1.3	-23	-8	2	-1.5	0	7

Single records, from the list above. Screens in order: D1 ag	D2 PAM	D2 agonist	RXFP1 antagonist	D2 antagonist	TRHR PAM	TRHR ag	D1 PAM	D1 antag
Cc1cc(OCC(=O)N(C)Cc2ccccc2)ccc1Br is listed with 3	-1	-1.3	-23	-8	2	-1.5	0	7
Nc1ccc2nc(CCCCCCCCc3nc4ccc(N)cc4[nH]3)[nH]c2c1 is listed with -3	-6	-0.2	-3	11	3	-0.5	1	21

Continuation:
SMILES	D1 ag	D2 PAM	D2 agonist	RXFP1 antagonist	D2 antagonist	TRHR PAM	TRHR ag	D1 PAM	D1 antag
CCS(=O)(=O)c1ccc(O)c(NC(=O)Nc2ccc(C(C)(C)C)cc2)c1	0	-1	-1.1	-10	2	2	0.2	-1	-2
Cc1cccc(N2CN=C3SCC(=O)N3C2)c1	2	-3	0.3	4	-21	8	0.6	-2	4
CCOC(=O)c1ccc(NC(=S)N(CCCN2CCCC2)Cc2ccco2)cc1	9	-5	0.4	-3	-10	3	0.4	-7	-14
CCc1ccc(C2=C/C(=C/c3cccnc3)C(=O)O2)cc1	4	-8	1.5	-4	-9	-1	1.3	-2	-2
COC1=C/C(=C/c2c(N)n3nc(CC(=O)N4CCCC4)sc3nc2=O)C=CC1=O	16	·	·	32	·	-1	14	-3	12
Cc1cccc(CNc2ncnc3ccc(-c4ccc5c(c4)OCO5)cc23)c1	1	·	·	·	·	-3	0.2	-4	-9
COCCn1c(=O)[nH]c2cc(C(=O)N3CCN(c4cccc(C(F)(F)F)c4)CC3)ccc2c1=O	-1	-13	0.1	-18	-28	6	-0.4	-4	-9
CC1CCN(C(=O)Cn2cnc3c(cnn3C(C)(C)C)c2=O)CC1	2	7	2.4	-11	12	30*	0.2	-4	-6
C/C(=C\c1ccccc1)C(=O)c1c(C)cc(C)[nH]c1=O	-3	-5	0.5	1	10	32*	0.6	3	21
O=C(Nc1ccc2c(c1)OCCO2)c1ccc(Cl)c(Cl)c1	3	-14	0.2	1	-5	-6	-1.3	-8	0
Cc1ccc(N(CC(=O)NCc2ccco2)C(=O)CNS(=O)(=O)c2ccc(F)cc2)c(C)c1	5	0	0.0	0	-16	16	-1.2	1	7
CCOC(=O)Cn1c(N2CCOCC2)nc2c1c(=O)[nH]c(=O)n2C	4	·	·	0	·	7	1.1	2	9
Cc1ccc(C(=O)Nc2ccccc2C(=O)NCc2ccco2)cc1S(=O)(=O)N1CCCCC1	4	-15	0.9	13	-1	-13	1.1	-6	-21
O=C(Nc1ccc(NC(=O)c2ccco2)cc1)c1ccc2c(c1)OCCO2	-3	-2	-0.1	-9	-11	4	-0.5	-5	-6
Cc1ccc(S(=O)(=O)Oc2ccccc2N2C(=O)C3C4CCC(C4)C3C2=O)cc1 (stereo not drawn)	18	·	-2.9	-6	1	4	-1.0	-4	-2
Cc1cc(C(=O)Nc2sc3c(c2C#N)CCC3)no1	2	-11	0.0	-1	4	-6	0.6	4	-8
O=C(NN1CC(C(=O)OCc2ccc(Br)cc2)CC1=O)c1ccccc1 (stereo not drawn)	7	-6	0.7	-6	2	-1	-1.1	2	-17
CCOC(=O)Cn1c(=O)c2c(nc3n2CCN3c2ccc(C)cc2)n(C)c1=O	1	-2	0.5	·	-13	1	-1.3	-4	0
Cc1cc(C)cc(Oc2coc3c(CN4CCN(C)CC4)c(O)ccc3c2=O)c1	-2	-11	-1.8	-6	·	2	-0.1	0	-4

Among those listed so far, 7 have an NH in an aromatic ring:
SMILES	D1 ag	D2 PAM	D2 agonist	RXFP1 antagonist	D2 antagonist	TRHR PAM	TRHR ag	D1 PAM	D1 antag
O=C(NC1CCCCC1)N(CCO)Cc1cc2cc3c(cc2[nH]c1=O)OCCO3	2	1	-0.7	-10	-1	-3	0.2	-3	11
CCc1c(C)c2c(C)[nH]nc2oc1=O	2	-10	0.2	-7	-5	9	0.0	8	-2
Nc1ccc2nc(CCCCCCCCc3nc4ccc(N)cc4[nH]3)[nH]c2c1	-3	-6	-0.2	-3	11	3	-0.5	1	21
Oc1ccc2ccc3[nH]cnc3c2c1	2	12	-2.2	2	-5	3	-0.6	-2	8
COCCn1c(=O)[nH]c2cc(C(=O)N3CCN(c4cccc(C(F)(F)F)c4)CC3)ccc2c1=O	-1	-13	0.1	-18	-28	6	-0.4	-4	-9
C/C(=C\c1ccccc1)C(=O)c1c(C)cc(C)[nH]c1=O	-3	-5	0.5	1	10	32*	0.6	3	21
CCOC(=O)Cn1c(N2CCOCC2)nc2c1c(=O)[nH]c(=O)n2C	4	·	·	0	·	7	1.1	2	9

Screening results deposited in PubChem BioAssay by National Center for Advancing Translational Sciences (NCATS).
